# Assay outcomes: PubChem, National Center for Advancing Translational Sciences (NCATS)
# TDP1 cell noCPT = qHTS for Inhibitors of human tyrosyl-DNA phosphodiesterase 1 (TDP1): qHTS in cells in absence of CPT | DT40 Tdp1-/- hTDP1 cells, no CPT, ATP luminescence, 48 h | hit rate 15% among 420,000 | AID 686978, 2013 | Potency, µM (series often up to 46.2 µM), for the others: top-dose activity change, negative = growth inhibition, hits mostly inhibitors; also: nearly all actives have a fitted effect of over 55% in size
#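 Compound effects on proliferation are scored in DT40 Tdp1-/-;hTDP1 cells in the absence of CPT. ATP levels (CellTiter-Glo luminescence) are recorded after a ≥48 hr, 37 °C incubation.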
# DT40 TDP1 CPT = DT40-hTDP1 cell growth loss with CPT; chicken DT40 Tdp1-/-;hTDP1 cells + 20 nM CPT, ATP luminescence, 48 h; Potency, µM (highest dose often 46.2 µM), for inactives: at the top dose activity change, negative = growth inhibition, hits mostly inhibitors; hit rate 12% among 420,000; AID 686979; also: nearly all actives have a fitted effect of over 55% in size
#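 Chicken DT40 Tdp1-/- cells stably complemented with human TDP1 were seeded at 400 cells/well in medium containing 20 nM camptothecin, exposed to pin-transferred compounds, and grown at 37 °C for at least 48 hr. Viability was read as ATP luminescence.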
# TDP1 inh = TDP1 (human) enzyme inhibition; Q9NUW8; recombinant TDP1, AlphaScreen DNA substrate cleavage; Potency, µM (titrated, usually from 130 µM), for the others: at the top dose activity change, negative = inhibition, actives largely listed as inhibitors; hit rate 0.28% among 350,000; also: nearly all actives have a fitted effect of over 40% in size
# Target sequence (Q9NUW8 whole entry, looked up): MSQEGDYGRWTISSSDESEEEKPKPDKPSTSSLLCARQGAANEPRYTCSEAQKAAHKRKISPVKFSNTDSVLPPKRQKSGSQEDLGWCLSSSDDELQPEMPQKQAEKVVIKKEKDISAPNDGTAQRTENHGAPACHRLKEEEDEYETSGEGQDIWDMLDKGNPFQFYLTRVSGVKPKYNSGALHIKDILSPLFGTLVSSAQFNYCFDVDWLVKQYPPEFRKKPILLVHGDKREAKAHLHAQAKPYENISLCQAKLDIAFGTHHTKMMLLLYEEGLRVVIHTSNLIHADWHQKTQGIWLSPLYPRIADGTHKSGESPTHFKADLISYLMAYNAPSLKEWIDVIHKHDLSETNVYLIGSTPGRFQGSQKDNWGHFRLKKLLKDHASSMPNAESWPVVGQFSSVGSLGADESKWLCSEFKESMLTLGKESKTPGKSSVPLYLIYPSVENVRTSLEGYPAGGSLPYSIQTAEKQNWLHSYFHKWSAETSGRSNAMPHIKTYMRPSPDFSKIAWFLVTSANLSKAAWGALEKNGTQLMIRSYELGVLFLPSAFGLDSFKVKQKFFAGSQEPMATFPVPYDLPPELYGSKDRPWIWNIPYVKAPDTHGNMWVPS
#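 Steps: enzyme plus compound, 15 min RT; add biotin/phosphotyrosine-FITC oligonucleotide (15 nM final), react 5 min; add donor/acceptor beads (10 ug/ml final), 10 min; read AlphaScreen. Tdp1 at 1 nM final.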
# * = called active by the depositor; ? = inconclusive; · = no result given; & = joins results of further samples; [ ] = remark or other dose. Calls follow the shape of the dose curve; as a rule, active = well fitted curve in the direction sought with a large enough effect; inconclusive = small, poorly fitted or top-dose-only effect, or another doubt; inactive = no such curve, though single readings can be large; an effect the other way counts as inactive or inconclusive. % is scaled to controls: 0 for no effect and ±100 for the full control effect; potency is read from the fitted curve at half-maximal effect.
SMILES,TDP1 cell noCPT,DT40 TDP1 CPT,TDP1 inh
CCCOc1ccc(C2CC(=O)Nc3cc(OC)c(OC)cc32)cc1 (stereo not given),-29%,?,9%
Cc1cc(NC(=O)C(C)(C)C)cc(-c2nc3ncccc3o2)c1O,?,-24%,3%
O=C(NC1CCCC1)c1cccc2c1C(=O)c1ccc(N3CCCCC3)cc1S2(=O)=O,?,?,1%
CCOC(=O)c1cc(CC)sc1NC(=O)C1CC1,?,?,-1%
O=C(COc1ccc(F)cc1Cl)Nc1ccc(S(=O)(=O)Nc2nccs2)cc1,13%,11%,·
CC(OC(=O)CCCc1c[nH]c2ccccc12)C(=O)Nc1ccc(S(N)(=O)=O)cc1 (stereo not given),?,?,7%
O=C(c1ccc(CS(=O)c2cccc(Cl)c2)o1)N1CCN(C2CCCCC2)CC1 (stereo not given),-2%,-28%,2%
CCCCC1CCC(C(=O)N2CC(=O)Nc3ccc(F)cc3C2c2ccc(F)cc2)CC1 (stereo not given),?,?,3%
O=C(NC(=S)Nc1cccc(Cl)c1N1CCCCC1)c1ccc2c(c1)OCCO2,?,3.3µM*,0%
Cc1ccc(C(=O)Nc2nc(=O)[nH]s2)cc1,-14%&-12%,-19%&-20%,7%&-1%
O=C(CN1CCN(Cc2ccccc2F)C1=O)NC1CCCC1,-21%,-3%,5%
Cc1ccc(OCC(O)CN2CCN(c3ccccn3)CC2)c(C)c1 (stereo not given),-7%,2%,6%
COc1ccc(S(=O)(=O)NCc2cccnc2)cc1,3%,-18%,2%
O=C(NC(c1ccccc1)c1ccc2ccccc2n1)C1CCN(Cc2ccc(Cl)c(Cl)c2)CC1 (stereo not given),15µM*,?,·
CCCn1c(=O)c2ccccc2n2c(SCC(=O)Nc3cc(C)on3)nnc12,?,-19%,-5%
O=C(NCc1cccc(Br)c1)c1cc(-c2ccccc2)nn1CC1CC(c2cccc([N+](=O)[O-])c2)=NO1 (stereo not given),?,0%,·
CC(C)c1nc2ccccn2c1NC1CCCCC1,?,-28%,-2%
Cc1ccc(NC(=O)CCC(=O)N/N=C/c2cccs2)cc1C,-5%,-19%,3%
CCCCOc1ccc(C(=O)OC2CC(C)N(C)CC2C)cc1 (stereo not given),16µM*,?,2%
COc1cc(OC)c(NC(=O)N2CC=C(c3c[nH]c4ccccc34)CC2)cc1Cl,?,?,6%
CCOc1c(Cl)cc(C(=O)Nc2cccc(C(=O)O)c2)cc1Cl,2%,-18%,0%
Cc1ccc(C(=O)Nn2cnnc2)cc1Cl,-12%,-7%,·
Cc1cccc(C)c1NC(=O)c1c(-c2ccccc2)noc1C,-8%,-26%,0%
Cc1ccc(NC(=O)c2cc(-c3ccc4c(c3)OCO4)on2)cc1,?,?,2%&4%
O=C(Nc1ccc2c(c1)OCCO2)C(c1ccc(F)cc1)N1CCCCC1 (stereo not given),?,?,5%
# (list continues)
SMILES,TDP1 cell noCPT,DT40 TDP1 CPT,TDP1 inh
O=C(CNc1ccc(Br)cc1)Nc1cccc(S(=O)(=O)N2CCCC2)c1,?,?,1%[56.1 µM]
Cc1ccc(C)c(NC(=O)CCC(=O)N/N=C/c2ccc3c(c2)OCO3)c1,?,?,-3%
CCn1nccc1C(=O)Nc1cc(Cl)cc(Cl)c1,?,-21%,-2%
Cc1ccc(-c2ccc(CCC(=O)O)n2-c2ccc(C(=O)O)cc2)cc1,-21%,7%,·
COc1cccc(C(=O)Nc2ccc(N3CCN(C(=O)c4ccco4)CC3)cc2)c1,12µM*,15µM*,11%
Cc1onc(-c2ccccc2)c1C(=O)NNC(=O)c1ccccc1,-6%,-1%,0%[56.1 µM]
Cc1ccc(C(=O)NCC(c2ccco2)S(=O)(=O)c2ccccc2)cc1C (stereo not given),?,?,3%
COC(=O)c1c(NC(NC(=O)CC(C)C)C(Cl)(Cl)Cl)sc2c1CCC2 (stereo not given),?,?,1%
O=C(c1ccc2ncsc2c1)N1CCN(c2ccc(O)cc2)CC1,21µM*,?,-8%
O=c1c2ccccc2nc(N2CCN(c3cccc(Cl)c3)CC2)n1-c1ccccc1,2.9µM*,3.7µM*,-2%
Cc1ccc(-c2n[nH]c(=S)n2/N=C/c2sccc2C)cc1,8%,6%,-1%
COc1ccc(S(=O)(=O)c2c[nH]c(=S)[nH]c2=O)cc1Cl,-9%,-11%,·
CCn1ncc(Br)c1C(=O)Nc1ccc(Cl)cn1,-11%,-7%,0%
Cc1cc(C)cc(N(CC(=O)NCc2ccc(F)cc2)C(=O)CCC(=O)Nc2ccccn2)c1,?,-9%,2%
CCCCSc1nnc2c(n1)OC(c1ccc(Br)s1)N(C(C)=O)c1ccccc1-2 (stereo not given),?,?,·
Cc1ccc(S(=O)(=O)N2CCC(N3CCN(Cc4ccccc4)C(=O)C3=O)CC2)cc1C,?,-17%,0%
COc1ccc(N2CCN(C(=O)c3cn(Cc4ccccc4)nc3-c3cccnc3)CC2)cc1,-16%,-24%,4%
CS(=O)(=O)N(CC(=O)N1CCN(Cc2ccccc2)CC1)c1cccc(F)c1,0%,1%,4%
CC(=O)Nc1ccc(C(=O)N2CCCc3ccccc32)cc1,-1%,-1%,·
O=C(CCCn1c(=O)[nH]c2cc(Cl)ccc2c1=O)NCC1CCCO1 (stereo not given),-14%,-14%,3%
COc1cc(NC(=O)c2ccc(Br)o2)ccc1NC(=O)C(C)C,-17%,-8%,0%
CC(C)C[C@H](NC(=O)N1CCn2c1nc1ccccc12)C(=O)N[C@@H](C(=O)O)c1ccccc1,-14%,0%,·
COC(=O)c1cc([N+](=O)[O-])c(C)c(C)n1,-6%,-4%,·
C/C(=N\NC(=O)c1ccc(Br)cc1)c1cccc(NC(=O)c2cccnc2)c1,-21%,-8%,-8%
Cc1ccc(S(=O)(=O)N2C3CCCCC3O[C@H]2CC(=O)c2cccc3ccccc23)cc1 (stereo not given in full),?,?,·

# Single entries from the list:
# Cc1ccc(-c2n[nH]c(=S)n2/N=C/c2sccc2C)cc1 in DT40 TDP1 CPT shows 6%
# O=C(CNc1ccc(Br)cc1)Nc1cccc(S(=O)(=O)N2CCCC2)c1 in TDP1 inh shows 1%[56.1 µM]
# COc1cccc(C(=O)Nc2ccc(N3CCN(C(=O)c4ccco4)CC3)cc2)c1 in TDP1 inh shows 11%

# Entries of single compounds, looked up by structure.
# Cc1ccc(C)c(NC(=O)CCC(=O)N/N=C/c2ccc3c(c2)OCO3)c1 is listed as TDP1 cell noCPT = ?; DT40 TDP1 CPT = ?; TDP1 inh = -3%
# C/C(=N\NC(=O)c1ccc(Br)cc1)c1cccc(NC(=O)c2cccnc2)c1 is listed as TDP1 cell noCPT = -21%; DT40 TDP1 CPT = -8%; TDP1 inh = -8%
# O=C(c1ccc2ncsc2c1)N1CCN(c2ccc(O)cc2)CC1 is listed as TDP1 cell noCPT = 21µM*; DT40 TDP1 CPT = ?; TDP1 inh = -8%

# A run of entries taken from the entries so far, as a working copy:
SMILES,TDP1 cell noCPT,DT40 TDP1 CPT,TDP1 inh
Cc1onc(-c2ccccc2)c1C(=O)NNC(=O)c1ccccc1,-6%,-1%,0%[56.1 µM]
Cc1ccc(C(=O)NCC(c2ccco2)S(=O)(=O)c2ccccc2)cc1C (stereo not given),?,?,3%
COC(=O)c1c(NC(NC(=O)CC(C)C)C(Cl)(Cl)Cl)sc2c1CCC2 (stereo not given),?,?,1%
O=C(c1ccc2ncsc2c1)N1CCN(c2ccc(O)cc2)CC1,21µM*,?,-8%
O=c1c2ccccc2nc(N2CCN(c3cccc(Cl)c3)CC2)n1-c1ccccc1,2.9µM*,3.7µM*,-2%

# The listing picks up; the 4 compounds before the break are reprinted first.
SMILES,TDP1 cell noCPT,DT40 TDP1 CPT,TDP1 inh
CC(C)C[C@H](NC(=O)N1CCn2c1nc1ccccc12)C(=O)N[C@@H](C(=O)O)c1ccccc1,-14%,0%,·
COC(=O)c1cc([N+](=O)[O-])c(C)c(C)n1,-6%,-4%,·
C/C(=N\NC(=O)c1ccc(Br)cc1)c1cccc(NC(=O)c2cccnc2)c1,-21%,-8%,-8%
Cc1ccc(S(=O)(=O)N2C3CCCCC3O[C@H]2CC(=O)c2cccc3ccccc23)cc1 (stereo not given in full),?,?,·
N=C(N)SCc1ccc(Cl)c2ccccc12,?,?,·
CCc1ccc(S(=O)(=O)c2cn(CC(=O)Nc3cccc(C)c3)c3ccc(Cl)cc3c2=O)cc1,-27%,2%,12%
O=C(NC(Cc1cccc(F)c1)C(=O)O)C1CCCCC1 (stereo not given),2%,-17%,1%
COc1ccc(CN(C)C(=O)c2cccc(Oc3ccccc3)c2)c(OC)c1OC,?,?,-1%
O=C(CC1NCCNC1=O)Nc1ccc(Cl)c(Cl)c1 (stereo not given),7%,5%,1%
CO/C=C/C#CC1(O)CCN(C)CC1,-1%,-11%,0%
COc1ccc(-c2ccc(N)[n+](CCCC(=O)O)n2)cc1,22%,-11%,-8%[56.1 µM]
CC1Cn2c(nnc2-c2cccc(N)c2)S1 (stereo not given),3%,7%,-8%
Cc1ccc(-c2nc(-c3cccs3)c(-c3cccs3)[nH]2)cc1,12µM*,15µM*,-2%
CCOC(=O)c1ccccc1NC(=O)CN(c1cccc(OC)c1)S(C)(=O)=O,?,?,0%
COC(=O)c1c(NC(=O)c2ccco2)sc(C(=O)Nc2ccc(F)cc2)c1C,23µM*,?,-2%
COc1ccc(CN2CCN(Cc3cn(C)nc3-c3ccccc3)CC2CCO)c(C)c1C (stereo not given),18µM*,?,0%
COc1ccccc1NC(=O)Nc1nnc(Cc2ccc(F)cc2)s1,?,?,-4%
O=S(=O)(NCCc1ccccc1)c1ccc(N2CCCCS2(=O)=O)cc1,23µM*,18µM*,1%
CC(C)NC(=O)c1cc2nc(-c3ccco3)cc(C(F)(F)F)n2n1,?,?,2%
COc1cc(/C=C\C(=O)NCc2ccc3c(c2)cc(C)n3C)cc(OC)c1OC,26µM*,-20%,3%
Nc1sc(-c2ccccc2)cc1C(=O)N1CCNCC1,-25%,?,·
O=C(NCC1CCCO1)c1cnn2c1NC(c1ccccc1)CC2C(F)(F)F (stereo not given),-14%,-10%,0%
O=C(COC(=O)c1ccccc1)Nc1ccc2[nH]c(=O)[nH]c2c1,-20%,1%,·
CCOc1ccc(-c2nc(SCC(=O)c3ccccc3)n[nH]2)cc1,-27%,-20%,7%
O=c1nc(Nc2ccc(OCc3ccccc3)cc2)sc2ncccc12,?,-37%,8%
CC1(c2ccc(Cl)cc2)NC(=O)N(CC(=O)N2CCc3ccccc32)C1=O (stereo not given),?,26µM*,0%
NS(=O)(=O)c1ccc(N=Nc2ccc(O)c3ncccc23)cc1,2.3µM*,2.6µM*,·
N#Cc1cn(Cc2ccco2)c(=O)[nH]c1=O,-9%,1%,·
COc1cc2c(cc1OC)C(c1ccccc1OC(C)C)CC(=O)N2 (stereo not given),15µM*,?,·
COc1ccc(CC(=O)NCC2CCCN(Cc3cccc(C(F)(F)F)c3)C2)cc1 (stereo not given),?,?,·
Cc1ccc(NC(=O)CSc2n[nH]c(N)n2)cc1S(=O)(=O)N1CCOCC1,24%,-2%,4%
COc1ccc(-c2nnc(SCC(=O)NC(=O)Cc3ccccc3)n2C)cc1,0%,1%,1%
COc1ccccc1-c1nnc(C2CCN(C(=O)c3ccccc3C)CC2)o1,-17%,?,4%

# Rows were taken by chance, and some 18% of all compounds hit somewhere here.
